Screening data (PubChem)
GASC1 inh – inhibitors of human demethylase GASC-1 KDM4C; Q9H3R0; GST-KDM4C 2-372, H3K9me3 peptide, LANCE TR-FRET; inhibition, % at 12.5 µM; 96,000 compounds, 0.15% hits; AID 720574;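 active means mean replicate inhibition above about 25%, with at least 55% of replicates also reaching it, limit read from the data, passing the limit was not always enough; inconclusive means only one of those two conditions met; inactive means neither condition met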
Target sequence (Q9H3R0 2-372 limits assumed): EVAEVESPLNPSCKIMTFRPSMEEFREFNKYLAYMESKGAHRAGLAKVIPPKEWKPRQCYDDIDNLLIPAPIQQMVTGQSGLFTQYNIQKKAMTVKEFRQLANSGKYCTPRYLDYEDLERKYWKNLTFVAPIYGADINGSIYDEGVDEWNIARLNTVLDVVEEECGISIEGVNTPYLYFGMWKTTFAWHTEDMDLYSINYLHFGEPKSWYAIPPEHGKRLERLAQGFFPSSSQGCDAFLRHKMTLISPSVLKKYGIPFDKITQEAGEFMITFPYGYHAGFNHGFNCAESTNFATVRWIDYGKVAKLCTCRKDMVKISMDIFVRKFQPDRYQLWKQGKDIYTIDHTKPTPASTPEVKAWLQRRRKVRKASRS
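Material: GST-tagged GASC-1 (JMJD2C) catalytic fragment, aa 2-372. Input: enzyme final amount 10 nM. Medium: HEPES buffer, pH 7.5, plus ascorbate. Reagent: H3K9me3 peptide substrate, Fe(II), 2-oxoglutarate. Doses: single dose. Times: reaction 30 min RT, detection step 1 h RT. Measured by: LANCE TR-FRET. Evaluation: Fall in 671/618 emission ratio as inhibition.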
T cruzi growth – inhibitors of T. cruzi proliferation; T. cruzi beta-gal in NIH3T3, GalScreen luminescence, 90 h; inhibition, % at 8.34 µM; 77,000 compounds, 5.9% hits; AID 624255;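 active means mean inhibition above about 93%, with at least 55% of replicates each passing it, limit read from the data, passing the limit was not always enough; inconclusive means only one of those two conditions holds; inactive means neither condition holds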
C diff HTS – inhibitors of Clostridium difficile growth; Clostridium difficile clinical isolate growth, OD600, 24 h; active compounds read low; growth activity, negative = inhibition, % at 16 µg/mL (by protocol); 86,000 compounds, 0.25% hits;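 active means mean growth activity at or below -80% and every replicate also at or below -80%; inconclusive means mean at or below -80% but some replicate above -80%; inactive means mean growth activity above -80%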;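 further: 0% = DMSO wells and -100% = levofloxacin 16 µg/mL wells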
Pf Dd2 growth – blocks growth of Plasmodium falciparum Dd2 parasites; P. falciparum Dd2 growth, SYBR Green, 72 h; active compounds read low; activity change, % at 10 µM; 94,000 compounds, 2.3% hits; AID 1159554; in the data active means activity change below about -80%; inconclusive means no clear call, values can overlap the other calls
The depositor's hits bear a star; ? = inconclusive; / = no result given; & = joins results of further samples.

SMILES	GASC1 inh	T cruzi growth	C diff HTS	Pf Dd2 growth
Cc1noc(C)c1S(=O)(=O)Nc1ccc2c(c1)C(=O)N([C@H](C)CO)C[C@@H](C)[C@@H](CN(C)S(=O)(=O)c1ccccc1)OCCCC[C@@H](C)O2	1.4	78	-6	-72
CC(C)CC#Cc1ccc([C@@H]2[C@@H](CO)N3C(=O)CN(C(=O)CN4CCOCC4)C[C@@H]23)cc1	0.9	/	-21	-2
C[C@H](CO)N1C[C@H](C)[C@@H](CN(C)C(=O)Nc2ccc3c(c2)OCO3)Oc2ncc(-c3ccccc3)cc2C1=O	0.9	12	3	-27
C[C@@H]1CCCCO[C@H](CN(C)C(=O)Nc2ccc(C(F)(F)F)cc2)[C@@H](C)CN([C@@H](C)CO)C(=O)c2cc(NS(=O)(=O)c3cn(C)cn3)ccc2O1	-3.9	51	3	-23
CO[C@H](CN(C)C(=O)Nc1ccc(C(F)(F)F)cc1)[C@H](C)CN(Cc1ccccc1Cl)[C@@H](C)CO	-0.4	114*	/	-48
C[C@@H]1CN([C@@H](C)CO)C(=O)Cc2cc(NC(=O)Cc3cn(C)c4ccccc34)ccc2O[C@@H]1CN(C)CC1CC1	-1.5	51	-5	-37
Cc1noc(C)c1NC(=O)Nc1ccc2c(c1)C(=O)N([C@H](C)CO)C[C@@H](C)[C@@H](CN(C)C(=O)Nc1ccc3c(c1)OCO3)O2	-1.6	28	-5	-5
CC(C)NC(=O)N[C@H]1CC[C@H](CC(=O)O)O[C@H]1CO	-1.2	2	/	10
O=C(c1cccc(F)c1)N1CC(=O)N2[C@@H](CO)[C@@H](c3ccc(-c4ccccc4F)cc3)[C@@H]2C1	0.1	/	-5	-53
C[C@@H]1CN([C@H](C)CO)C(=O)c2cc(NC(=O)C3CCCCC3)ccc2O[C@@H](C)CCCCO[C@H]1CN(C)S(C)(=O)=O	0.1	16	1	/
CO[C@@H]1CN(C)C(=O)c2ccc(NC(=O)CC(F)(F)F)cc2OC[C@@H](C)N(C(=O)c2ccccc2F)C[C@@H]1C	1.0	/	-18	16
O=C(Cc1cccnc1)N1[C@H](CO)[C@H](c2ccccc2)[C@H]1CNCC1CCC1	1.2	11	4	0
CCS(=O)(=O)N1Cc2cc(C(=O)N(C)C)nc(-c3cccc(-c4ccc(C#N)cc4)c3)c2[C@H]1CCO	0.1	/	-6	56
COC(=O)[C@@H]1[C@@H](CO)[C@@H]2Cn3c(ccc(-c4ccccc4)c3=O)[C@@H]2N1Cc1ccccn1	13	22	-6	/
COc1cccc(S(=O)(=O)N2C[C@H](O)COC[C@@H]3O[C@@H](CC(=O)NCCCN4CCOCC4)CC[C@H]32)c1	-3.4	-18	-10&-18	/
C[C@H]1CN([C@@H](C)CO)C(=O)c2cccc(NC(=O)Nc3ccc(C(F)(F)F)cc3)c2O[C@@H]1CN(C)CC1CCCCC1	5.7	26	/	-8
COc1ccc(S(=O)(=O)Nc2ccc3c(c2)C(=O)N([C@H](C)CO)C[C@@H](C)[C@@H](CN(C)S(=O)(=O)c2ccccc2)OCCCC[C@@H](C)O3)cc1	-2.6	/	-8	?
CCC(=O)N(C)C[C@H]1Oc2cc(-c3cccc(C#N)c3)ccc2S(=O)(=O)N([C@@H](C)CO)C[C@H]1C	6.0	23	6	7
C[C@H](CO)N1C[C@H](C)[C@H](CN(C)Cc2ccc(Oc3ccccc3)cc2)Oc2ccc(NC(=O)CCN3CCOCC3)cc2CC1=O	-1.7	5	-11	13
CCNC(=O)[C@@H]1[C@@H](CO)[C@@H]2Cn3c(ccc(-c4ccccc4)c3=O)[C@@H]2N1C(=O)C1CCCC1	-2.2	22	-2	-9
CC(C)(C)[S@](=O)N1Cc2cc(C(=O)N3CCCCC3)nc(-c3cccc(Br)c3)c2[C@@H]1CCO	2.2	/	-1	-3
C/C=C/c1ccc2c(c1)O[C@H](CN(C)S(=O)(=O)c1ccccc1OC)[C@@H](C)CN([C@H](C)CO)S2(=O)=O	-2.0	117*	9	-56
COc1ccc2c3c(n(C)c2c1)[C@H](CO)N(C(=O)CN1CCOCC1)CC31CN(C(C)=O)C1	2.5	/	3	-1
CCNC(=O)[C@H]1[C@H](CO)[C@H]2Cn3c(ccc(-c4cccc(F)c4)c3=O)[C@H]2N1CC1CCOCC1	1.5	71	3	11
COc1ccc(S(=O)(=O)N(C)C[C@H]2OCCCC[C@H](C)Oc3ccc(NS(=O)(=O)c4cccs4)cc3C(=O)N([C@@H](C)CO)C[C@@H]2C)cc1	0.6	107*	5	-71

(listing goes on)
SMILES	GASC1 inh	T cruzi growth	C diff HTS	Pf Dd2 growth
C[C@@H]1CN([C@H](C)CO)C(=O)c2cc(NC(=O)NC3CCCCC3)ccc2O[C@@H]1CN(C)CC1CCCCC1	-0.5	/	-3	4
COc1ccc2c3c([nH]c2c1)[C@@H](CO)N(C(=O)c1ccncc1)CC31CCN(Cc2cccnc2)CC1	0.0	/	0	-2
C[C@@H](NC(=O)C[C@@H]1CC[C@H]2[C@@H](COC[C@@H](O)CN2C(=O)Nc2cccc(F)c2)O1)c1ccccc1	0.4	33	-3	-3
C[C@@H]1CN([C@@H](C)CO)S(=O)(=O)c2ccc(C#CCC3CCCC3)cc2O[C@@H]1CN(C)C(=O)c1cnccn1	-2.9	51	2	-38
CCC(=O)N1CC(=O)N2[C@@H](CO)[C@H](c3ccc(C#Cc4cccc(OC)c4)cc3)[C@@H]2C1	0.2	/	7	8
C[C@H]1CN([C@@H](C)CO)S(=O)(=O)c2ccc(C#CC3CC3)cc2O[C@H]1CN(C)CC1CCOCC1	0.3	39	1	-30
C[C@H](CO)N1C[C@H](C)[C@H](CN(C)Cc2ccc(-c3ccccc3)cc2)Oc2ccc(N(C)C)cc2CC1=O	0.0	/	5	-2
COCC(=O)N(C)C[C@@H]1Oc2cc(C#C[C@@H](C)O)ccc2S(=O)(=O)N([C@@H](C)CO)C[C@H]1C	0.8	-8	-2	/
C[C@H](CO)N1C[C@H](C)[C@@H](CN(C)Cc2ccc(F)cc2)Oc2cc(C#Cc3ccccn3)ccc2S1(=O)=O	-33	127*	-7	-34
CO[C@@H]1CN(C)C(=O)c2ccc(NC(=O)Cc3ccccc3)cc2OC[C@H](C)N(C)C[C@H]1C	-1.3	11	-1	-30
C[C@H](NC(=O)C[C@H]1C[C@H]2c3cc(NC(=O)Cc4ccncc4)ccc3O[C@H]2[C@@H](CO)O1)c1ccccc1	-0.1	-8	/	15
COc1ccccc1NC(=O)N1[C@H](C#N)[C@@H](c2ccccc2)[C@@H]1CO	-1.2	25	16	22
Cc1noc(C)c1S(=O)(=O)Nc1ccc2c(c1)C(=O)N([C@H](C)CO)C[C@H](C)[C@H](CN(C)C(=O)NC(C)C)OCCCC[C@H](C)O2	1.5	-42	1	10
C[C@@H]1CN([C@@H](C)CO)C(=O)Cc2cc(NC(=O)Cc3ccccc3)ccc2O[C@@H]1CN(C)Cc1ccc(-c2ccccc2)cc1	-2.6	61	-4	20
COCC#Cc1ccc([C@H]2[C@H]3CN(C(=O)c4ccncc4)CC(=O)N3[C@H]2CO)cc1	-0.2	/	-1	42
Cc1noc(C)c1NC(=O)N(C)C[C@@H]1Oc2ccc(NC(=O)C3CC3)cc2CC(=O)N([C@@H](C)CO)C[C@H]1C	-0.3	-7	-4	7
COc1ccc2c3c(n(C)c2c1)[C@@H](CO)N(Cc1ccccc1)CC31CN(C)C1	1.0	/	45	-2
CN(C)C(=O)C[C@H]1C=C[C@H](NC(=O)NC2CCCC2)[C@@H](CO)O1	-0.2	/	-2	7
O=C(NCC[C@@H]1CC[C@H](NC(=O)Nc2cc(F)ccc2F)[C@H](CO)O1)Nc1ccc(F)cc1	-3.6	/	1	/
O=C1CN(Cc2ccc(F)cc2)C[C@@H]2[C@@H](c3ccc(-c4ccccc4F)cc3)[C@H](CO)N12	-0.4	/	-2	-35
C[C@H]1CN([C@@H](C)CO)C(=O)Cc2cc(NC(=O)C3CCCCC3)ccc2O[C@@H]1CN(C)Cc1ccc(Cl)c(Cl)c1	19	89	-5	-19
COc1cccc(S(=O)(=O)N[C@@H]2CC[C@@H](CCN)O[C@@H]2CO)c1	0.5	32	/	1
Cc1ccc(S(=O)(=O)N(C)C[C@@H]2OCCCC[C@@H](C)Oc3ccc(NC(=O)Cc4ccccc4)cc3C(=O)N([C@H](C)CO)C[C@@H]2C)cc1	-1.1	53	/	-81*
C[C@H](CO)N1C[C@H](C)[C@H](CN(C)Cc2ccc(Oc3ccccc3)cc2)Oc2c(NS(=O)(=O)c3cccs3)cccc2C1=O	0.5	71	/	-27
CN(C)CC(=O)N[C@H]1CC[C@@H](CC(=O)O)O[C@@H]1CO	-1.0	/	1	22

Single entries from the entries so far.
GASC1 inh with COCC#Cc1ccc([C@H]2[C@H]3CN(C(=O)c4ccncc4)CC(=O)N3[C@H]2CO)cc1 = -0.2
GASC1 inh with C[C@@H]1CN([C@@H](C)CO)C(=O)Cc2cc(NC(=O)Cc3ccccc3)ccc2O[C@@H]1CN(C)Cc1ccc(-c2ccccc2)cc1 = -2.6
GASC1 inh with CN(C)C(=O)C[C@H]1C=C[C@H](NC(=O)NC2CCCC2)[C@@H](CO)O1 = -0.2
Pf Dd2 growth with C[C@H](NC(=O)C[C@H]1C[C@H]2c3cc(NC(=O)Cc4ccncc4)ccc3O[C@H]2[C@@H](CO)O1)c1ccccc1 = 15

(more compounds)
SMILES	GASC1 inh	T cruzi growth	C diff HTS	Pf Dd2 growth
Cc1ccc(CN(C)C[C@@H]2OCc3cnnn3CCCC(=O)N([C@@H](C)CO)C[C@H]2C)cc1	-0.8	-10&5	/	-11&-21
COCC(=O)N1[C@H](CO)[C@@H](c2ccccc2)C12CN(C(=O)NC1CCCCC1)C2	-0.8	/	-3	19
COc1ccc(CN(C)C[C@@H]2OCCCC[C@@H](C)Oc3ccc(NS(=O)(=O)c4ccc(OC)cc4)cc3C(=O)N([C@H](C)CO)C[C@@H]2C)cc1	0.4	18	-1	13
COc1cccc(NC(=O)N(C)C[C@H]2Oc3cc(-c4cccc(C(=O)N(C)C)c4)ccc3S(=O)(=O)N([C@H](C)CO)C[C@@H]2C)c1	0.3	45	1	-12
CCCN(C)C[C@H]1Oc2ncc(C#CC3(O)CCCC3)cc2C(=O)N([C@@H](C)CO)C[C@H]1C	-0.3	-4	-2	-51
CO[C@H]1CN(C)C(=O)c2cc(NC(=O)NC3CCCCC3)ccc2OC[C@H](C)NC[C@H]1C	5.4	12	/	/
CN1C(=O)c2cc(NC(=O)Cc3cccs3)ccc2OC[C@@H]2O[C@H](CC(=O)N[C@@H]3CCN(Cc4ccccc4)C3)CC[C@H]21	-1.1	24	-4	/
C[C@H]1CN([C@@H](C)CO)C(=O)c2cc(NC(=O)C3CCCCC3)ccc2O[C@@H]1CN(C)Cc1ccc(Cl)c(Cl)c1	-2.0	99	6	10
CC(C)NC(=O)N1[C@H](C#N)[C@@H](c2ccc(C#CC3CCCCC3)cc2)[C@H]1CO	2.0	54	-24	-7
CC(C)C#Cc1ccc([C@@H]2[C@@H](C#N)N(C(=O)c3cccc(F)c3)[C@H]2CO)cc1	-1.7	97*	13	-60
O=C(N[C@@H]1C=C[C@H](CC(=O)N2CCc3ccccc3C2)O[C@@H]1CO)C1CCOCC1	0.0	/	-3	24
CCC(=O)N(C)C[C@H]1Oc2ncc(C#CC(C)(C)O)cc2C(=O)N([C@@H](C)CO)C[C@@H]1C	0.2	15	1	34
CO[C@@H]1CN(C)C(=O)c2cc(NC(=O)c3ccccc3F)ccc2OC[C@@H](C)N(CC2CCOCC2)C[C@H]1C	1.7	17	/	-17
Cc1noc(C)c1S(=O)(=O)N(C)C[C@H]1Oc2ccc(NS(=O)(=O)c3cn(C)cn3)cc2C(=O)N([C@H](C)CO)C[C@H]1C	-1.3	-175	-1	-44
Cc1noc(C)c1NC(=O)N(C)C[C@@H]1Oc2ncc(C#CC(C)C)cc2C(=O)N([C@H](C)CO)C[C@@H]1C	0.7	23	8	-18
CCC(=O)N1[C@H](CO)[C@@H](c2ccccc2)C12CN(C(=O)c1ccc(F)cc1)C2	0.9	/	-6	22
COc1cccc(CNC(=O)C[C@@H]2C=C[C@@H](NC(C)=O)[C@@H](CO)O2)c1	-0.2	-31	-1	12
CN1C(=O)c2cc(NC(=O)Nc3ccc(Cl)cc3)ccc2OC[C@@H]2O[C@@H](CC(=O)NCCN3CCCCC3)CC[C@H]21	1.1	-23	25	-50
CN1C(=O)c2cc(NC(=O)c3ccccc3)ccc2OC[C@H]2O[C@@H](CC(=O)O)CC[C@H]21	-0.5	4	-2	-1
COc1cccc(CNC(=O)C[C@H]2C=C[C@@H](NC(=O)C3CC3)[C@@H](CO)O2)c1	-3.0	/	5	8

Shown with two lines to a compound: entries from further up
Order of results: GASC1 inh | T cruzi growth | C diff HTS | Pf Dd2 growth
COc1cccc(CNC(=O)C[C@@H]2C=C[C@@H](NC(C)=O)[C@@H](CO)O2)c1
    -0.2 | -31 | -1 | 12
CN1C(=O)c2cc(NC(=O)Nc3ccc(Cl)cc3)ccc2OC[C@@H]2O[C@@H](CC(=O)NCCN3CCCCC3)CC[C@H]21
    1.1 | -23 | 25 | -50
